# Screening data deposited in PubChem by National Center for Advancing Translational Sciences (NCATS).
# A549 viability = Nrf2 qHTS screen for inhibitors: counterscreen for cytotoxicity | A549 ARE-Fluc cells, CellTiter-Fluor viability, 18-24 h | Potency, µM (doses to about 46 µM), for inactives: at the top dose activity change, negative = cytotoxicity, hits mostly inhibitors | 390,000 compounds, 0.16% hits | AID 504648, 2011; also: potency is read from the fitted curve at half-maximal effect; % is scaled to controls: 0 for no effect and ±100 for the full control effect
#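 A549 ARE_Fluc cells in 5% FBS OPTI-MEM were exposed to compounds in concentration-response for 18-24 h at 37 deg C. Viability was read by CellTiter-Fluor fluorescence (Ex 405/Em 525) after 30 min, before the luciferase read.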
# pAkt inh = HTS Assay for Inhibitors of Akt Phophorylation: Primary Screen. Neuro2A IGF-stimulated pAkt S473 HTRF, 20 min; stronger effect = lower value. 360,000 compounds, 0.32% hits. activity change, % for hits at 50 µM; in the data active = activity change below about -80%; inconclusive = mostly about -51% to -80%; also: % is scaled to controls: 0 for no effect and ±100 for the full control effect
#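 Single-point screen (50 µM final compound) in Neuro2A cells stimulated 20 min with 6 nM IGF at 37 deg C. After lysis, Ser473-phosphorylated Akt read by HTRF (ex 330 nm, em 615/665 nm) as the 665/615 ratio.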
# Nrf2 ARE act = qHTS of Nrf2 Activators; AID 624171, 2012; Potency, µM (series often up to 46.1 µM), without a hit: top-dose activation, hits mostly activators; AREc32 ARE-luciferase reporter (MCF7-derived line), luminescence, 24 h; 410,000 compounds, 0.31% hits; also: potency is read from the fitted curve at half-maximal effect; % of control where 0% means no effect; nearly all actives have a fitted effect of over 65% in size
#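 AREc32_Fluc, 1000 cells/well, OPTI-MEM + 5% FBS, o/n 37 deg C 5% CO2; 23 nL cpd by pin tool, 24 hr; Steady-Glo 30 min RT, luminescence.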
# EPAC2 antagonist = qHTS for Antagonist of cAMP-regulated guanine nucleotide exchange factor 2 (EPAC2): primary screen; Rap guanine nucleotide exchange factor 4 (Homo sapiens), Q8WZA2; EPAC2 GEF exchange of Rap1B-BODIPY-GDP, fluorescence; Potency, µM (highest dose often 114 µM), without a hit: top-dose activity, negative = inhibition, hits mostly inhibitors; 360,000 compounds, 0.18% hits; AID 720708, 2013; also: potency is read from the fitted curve at half-maximal effect; % is scaled to controls: 0 for no effect and ±100 for the full control effect; nearly all actives have a fitted effect of over 45% in size; many of its hits are not listed in these tables
# Target sequence (Q8WZA2 whole entry, looked up): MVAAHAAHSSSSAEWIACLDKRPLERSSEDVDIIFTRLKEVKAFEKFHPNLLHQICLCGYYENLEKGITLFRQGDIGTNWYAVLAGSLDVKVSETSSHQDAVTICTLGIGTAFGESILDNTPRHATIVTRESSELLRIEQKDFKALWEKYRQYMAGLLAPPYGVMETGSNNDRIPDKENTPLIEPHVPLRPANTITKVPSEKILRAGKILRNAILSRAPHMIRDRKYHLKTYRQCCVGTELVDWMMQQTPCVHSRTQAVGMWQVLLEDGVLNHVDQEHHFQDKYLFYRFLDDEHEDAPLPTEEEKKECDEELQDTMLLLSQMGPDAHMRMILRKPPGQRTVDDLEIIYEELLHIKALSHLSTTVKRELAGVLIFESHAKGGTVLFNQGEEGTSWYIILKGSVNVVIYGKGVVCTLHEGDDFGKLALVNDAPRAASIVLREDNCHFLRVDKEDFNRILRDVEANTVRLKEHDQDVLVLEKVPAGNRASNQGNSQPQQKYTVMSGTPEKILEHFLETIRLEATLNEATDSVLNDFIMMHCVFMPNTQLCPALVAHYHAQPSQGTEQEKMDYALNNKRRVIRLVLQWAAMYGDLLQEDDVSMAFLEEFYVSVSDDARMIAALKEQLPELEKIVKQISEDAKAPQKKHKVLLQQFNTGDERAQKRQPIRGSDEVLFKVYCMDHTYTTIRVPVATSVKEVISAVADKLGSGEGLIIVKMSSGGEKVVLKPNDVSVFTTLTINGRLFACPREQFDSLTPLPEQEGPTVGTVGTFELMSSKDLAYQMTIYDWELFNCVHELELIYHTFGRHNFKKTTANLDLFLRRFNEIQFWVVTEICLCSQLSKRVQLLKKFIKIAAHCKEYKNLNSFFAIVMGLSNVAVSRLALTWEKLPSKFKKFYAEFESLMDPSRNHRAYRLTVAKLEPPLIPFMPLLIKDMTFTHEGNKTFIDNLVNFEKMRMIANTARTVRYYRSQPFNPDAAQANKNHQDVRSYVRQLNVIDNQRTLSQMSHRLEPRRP
# MmCpn inh = Inhibitors of TCP-1 ring complex (TRiC) of Methanococcus maripaludis (MmCpn): qHTS; Potency, µM (series often up to 76.9 µM), inactives show top-dose activity, negative = inhibition, most hits filed as inhibitors; AID 504842, 2011; purified Mm-Cpn ATPase, ADP Transcreener TR-FRET; 330,000 compounds, 0.031% hits; Chaperonin Mm-Cpn (Methanococcus maripaludis); also: potency is read from the fitted curve at half-maximal effect; % is scaled to controls: 0 for no effect and ±100 for the full control effect; nearly all actives have a fitted effect of over 80% in size
#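 Compound-treated chaperonin, 25 nM final, turns over 10 uM ATP at 37°C for 30 min following a 10 min preincubation; ADP generated competes with ADP-d2 for Eu-cryptate antibody, lowering FRET.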
# CCT chaperon mod = High-Throughput Screening for Modulators of Cytosolic Chaperonin Activity | purified chaperonin ATPase assay, HTRF ADP detection, 30 min | activity change, % (concentration not given with the values), hits read low | 360,000 compounds, 0.3% hits; in the data active = activity change below about -30%; also: % is scaled to controls: 0 for no effect and ±100 for the full control effect
#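 TRiC (40 or 20 nM final, by batch activity) in 30 mM Tris pH 7.4, 100 mM KCl, 5 mM MgCl2, 1 mM DTT was treated with compound at 76 uM single dose, then 10 uM ATP, 30 min at 37 °C. ADP was read by HTRF Transcreener.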
# EPAC2 agonist = qHTS for Agonist of cAMP-regulated guanine nucleotide exchange factor 4 (EPAC2): primary screen. Rap guanine nucleotide exchange factor 4 (Homo sapiens), Q8WZA2. EPAC2 activation, biochemical qHTS; response scale: 100% = 6.5 mM cAMP response. Potency, µM (doses to about 154 µM), for inactives: at the top dose activation, most hits filed as activators. 360,000 compounds, 0.079% hits; also: potency is read from the fitted curve at half-maximal effect; nearly all actives have a fitted effect of over 50% in size
#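 In this primary screen, activation is scored as increased exchange of BODIPY-GDP from Rap1B by 100 nM EPAC2, with 50 uM GDP as competitor. Signal is normalized to the 6.5 mM cAMP agonist control.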
# TGFb inhibitor = qHTS for Inhibitors of TGF-b. Potency, µM (series often up to 46.1 µM), for the others: at the top dose activity, negative = inhibition, actives largely listed as inhibitors. HepG2 CAGA-GFP TGF-b/SMAD3 reporter, GFP fluorescence, 18 h; TGF-beta stimulated, 500 pg/mL final. 410,000 compounds, 1.2% hits. AID 588855, 2011; also: potency is read from the fitted curve at half-maximal effect; % is scaled to controls: 0 for no effect and ±100 for the full control effect; nearly all actives have a fitted effect of over 65% in size
#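 HEPG2 CAGA-GFP cells (1000/well, DMEM with 1% FBS) were pre-incubated 2 h at 37 degrees C, given compound by pin tool, then stimulated with TGF-beta at 500 pg/mL final for 18 h before per-cell GFP fluorescence imaging.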
# Nrf2 inh = Nrf2 qHTS screen for inhibitors; A549 ARE-Fluc reporter, luciferase luminescence, 18-24 h; Potency, µM (series often up to 46 µM), without a hit: at the top dose activity change, negative = inhibition, actives largely listed as inhibitors; 360,000 compounds, 2.1% hits; AID 504444, 2011; also: potency is read from the fitted curve at half-maximal effect; % is scaled to controls: 0 for no effect and ±100 for the full control effect; nearly all actives have a fitted effect of over 60% in size
#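 Two sequential reads on A549 ARE_Fluc cells exposed to compound for 18-24 h: a CellTiter-Fluor fluorescence read for viability, then a luciferase luminescence read for Nrf2/ARE activity.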
# * marks the source's active call; other numbers are inactive results; i = inactive; u = inconclusive; x = no result given. Unless noted, calls follow the shape of the dose curve; as a rule, active = well fitted curve in the direction sought with a large enough effect; inconclusive = small, poorly fitted or top-dose-only effect, or another doubt; inactive = no such curve, though single readings can be large; an effect the other way counts as inactive or inconclusive. Only part of the results is shown. The share of hits here may be higher or lower than overall.
SMILES,A549 viability,pAkt inh,Nrf2 ARE act,EPAC2 antagonist,MmCpn inh,CCT chaperon mod,EPAC2 agonist,TGFb inhibitor,Nrf2 inh
Cc1ccc(NC(=O)Nc2ccc3snnc3c2)cc1C,-7%,x,3.1%,x,x,x,x,-19%,u
CC(=O)N1CSCC1C(=O)NNS(=O)(=O)c1cccc(C(F)(F)F)c1 (stereo not given),2%,i,-0.3%,-2%,2%,1.0,5%,8%,8%
COc1ccccc1N1CCN(CCC(=O)Nc2cccc(Cl)c2)CC1,4%,i,2.7%,5%,-1%,-1.0,12%,-14%,-11%
COC(=O)C1=C(C(=O)OC)[C@@H]2N(Cc3ccccc3)c3ccccc3[C@@]23C[C@@H](C(=O)OC)N(C(=O)COCc2ccccc2)C3=N1,u,i,-0.6%,-1%,1%,-0.1,8%,u,u
COc1ccc(S(=O)(=O)NCc2ccncc2)cc1OC,-8%,i,-1.1%,-1%,-2%,0.5,0%,-1%,x
OC[C@@H]1CN(Cc2ccc(Cl)cc2)C[C@H](n2cnc3c(NC4CCCC4)ncnc32)O1,x,i,3.8%,-9%,x,-1.5,-1%,-3%,x
CCC(C)(C)NC(=O)C(c1ccc(C)cc1)N(CC1CCCO1)C(=O)CCC(=O)Nc1ccccn1 (stereo not given),0%,i,0.0%,0%,0%,-0.5,-2%,27%,-14%
CCCCn1nnnc1NCc1ccc(C)s1,-19%,i,-0.1%,8%,-4%,-0.2,-1%,-2%,-10%
CC(C)(Oc1ccc(Cl)cc1)C(=O)OCC(=O)N1CCN(c2ccccc2)CC1,0%,i,0.1%,4%,0%,-0.7,10%,-18%,-10%
Cc1ccc2cc(CCNC(=O)c3cc4ccccc4o3)c(=O)[nH]c2c1C,0%,i,-1.0%,5%,1%,-1.7,2%,u,-22%
CCOC(=O)C1CCCN(C(=O)c2ccccc2SCCOC)C1 (stereo not given),-1%,i,-0.2%,4%,-1%,-1.8,10%,3%,-5%
CN1Cc2cc(C(=O)c3ccccc3O)cnc2NC1=O,-4%,i,6.3%,8%,2%,-2.9,2%,8%,7%
CCC(C)(C)NC(=O)C(c1cccs1)N(CC1CCCO1)C(=O)Cn1nnc2ccccc21 (stereo not given),-1%,i,-1.0%,-1%,1%,0.9,-5%,0%,5%
COc1ccccc1Nc1nc(-c2ccccc2O)nc2ccccc12,4%,i,8.0%,7%,-2%,0.4,13%,-3%,2%
O=S(=O)(Nc1ccc2nc(N3CCOCC3)sc2c1)c1ccc(Cl)cc1,11%,i,2.8%,-8%,-4%,0.1,15%,-25%,1%
CCCc1nnc(SCC(=O)N2CCCCC2)n1CCCOC,-2%,i,0.1%,5%,3%,-2.7,-1%,-1%,13%
COc1cccc(CNCC(O)(c2ccc(Cl)cc2)c2ccc(Cl)cc2)c1,-27%,i,3.5%,3%,-1%,-0.1,8%,u,u
Cc1ccc(NC(=O)COC(=O)c2ccc(Br)o2)cc1S(=O)(=O)N1CCCCC1,3%,i,-0.7%,-9%,-1%,-3.9,9%,11%,12%
COc1ccc(C=O)cc1COc1ccc(C)cc1[N+](=O)[O-],-4%,i,-0.6%,0%,-1%,0.0,5%,4%,9%
CCOc1ccc(-c2nc[nH]c2[N+](=O)[O-])cc1,-3%,i,-0.6%,20%,1%,-9.0,11%,28%,26%
CC(Oc1ccc(Br)cc1)C(=O)Nc1ccc(N2CCOCC2)cc1N1CCOCC1 (stereo not given),0%,i,0.5%,-3%,-1%,0.5,7%,-2%,-5%
N#CCOc1nc(N2CCCC2)nc(N2CCCC2)n1,-12%,i,-0.2%,-2%,0%,0.9,4%,-3%,u
Cc1ccccc1C(=O)N1CCN(c2ccc(NC(=S)NC(=O)c3ccco3)cc2)CC1,10%,x,2.0%,-20%,1%,0.6,2%,u,u
Cc1ccc(C)c(NC(=O)Cn2c(=O)n(-c3ccc(CC(=O)NCC4CCCO4)cc3)c(=O)c3ccccc32)c1 (stereo not given),-3%,x,0.8%,x,1%,x,x,-6%,-1%
[N-]=[N+]=NC1CC(CO)OC1n1ccc(=O)[nH]c1=O (stereo not given),-7%,i,-0.5%,3%,-1%,0.7,0%,30%,14%
SMILES,A549 viability,pAkt inh,Nrf2 ARE act,EPAC2 antagonist,MmCpn inh,CCT chaperon mod,EPAC2 agonist,TGFb inhibitor,Nrf2 inh
CCN1C(=O)[C@H]2[C@@H](c3ccc(Cl)cc3)N3C(=O)CN(CCOC)C(=O)[C@@]3(Cc3ccccc3)[C@H]2C1=O,4%,i,0.2%,-3%,-3%,-1.7,10%,3%,-1%
COC(=O)CCNC(=O)Cc1c(C)n(C(=O)c2ccc(Cl)cc2)c2ccc(OC)cc12,0%,i,-0.1%,u,0%,0.2,2%,7%,0%
O=C(c1cc(-c2ccccc2)on1)N1CCCCCC1,2%,i,0.2%,-2%,-1%,-0.1,5%,1%,u
Cc1ccc(-c2nc(CS(=O)CC(=O)NCCN3CCCCCC3)c(C)o2)cc1 (stereo not given),0%,x,-0.4%,7%,0%,-1.9,8%,13µM*,8%
CSc1ccc(CNC(=O)C2(C)CCCN(C(C)C)C2)cc1 (stereo not given),x,i,-1.0%,10%,x,-0.7,4%,8%,x
Cc1cc(-n2c(C)cc(C(=O)CSc3nc4ccccc4c(=O)n3Cc3ccco3)c2C)no1,-2%,i,3.3%,-4%,0%,-3.2,6%,7%,-19%
CCOc1ccccc1NC(=O)CCC(=O)Nc1ccc2nc(N3CCN(C)CC3)cc(C)c2c1,0%,i,5.5%,12%,-4%,-2.4,4%,-1%,-2%
COCCCN(C(=O)CCOc1ccc(C)cc1)c1c(N)n(Cc2ccccc2)c(=O)[nH]c1=O,0%,i,-0.1%,-6%,-1%,-0.6,-2%,3%,-15%
O=C(CC1OC(=O)c2ccccc21)Nc1cc(Cl)ccc1N1CCOCC1 (stereo not given),-2%,i,0.0%,-8%,1%,0.8,-1%,-4%,-30%
CCOc1ccc(N(CC)C(=O)CCNC(=O)Cn2ccc3ccccc3c2=O)cc1,0%,i,-0.8%,5%,-1%,-2.9,-11%,-15%,14%
COc1ccc(C2NC(=O)C(C)S2)cc1 (stereo not given),13%,i,-0.4%,12%,1%,3.9,-8%,-14%,-18%
C#CCSc1ncc(-c2ccccc2)cn1,4%,i,u,7%,1%,-9.8,28%,20%,29%
O=C(c1ccc2ccccc2c1)C1CCCN(C(=O)c2noc3c2CCCC3)C1 (stereo not given),-2%,i,-0.1%,0%,-6%,-1.6,6%,u,-6%
C[C@@H]1CN([C@H](C)CO)C(=O)Cc2cc(NC(=O)Nc3ccccc3)ccc2O[C@@H]1CN(C)C(=O)Nc1ccc2c(c1)OCO2,-4%,i,4.4%,-15%,1%,-1.0,-1%,-2%,3%
CCCCCCCc1c(C#N)c(N)[nH]c(=S)c1C#N,7%,i,9.8%,12%,3%,1.9,9%,-6%,1%
C=CCNC(=O)c1cccc2c1C(=O)c1ccc(N3CCCC3)cc1S2(=O)=O,u,i,-1.1%,3%,-5%,-1.7,-3%,7%,4%
CC1(C)CC(=O)C(c2c[nH]c3ccccc23)C(=O)C1,-5%,i,20%,1%,-2%,0.9,-3%,6%,-17%
CNc1ccccc1C(C)(C)c1ccn[nH]1,1%,i,-0.2%,0%,-9%,2.1,4%,7%,-16%
CCc1nc2ccc(C(=O)NCCCn3ccnc3)cn2c1N(C)Cc1nccs1,x,x,0.0%,-5%,x,-1.0,7%,20%,x
COc1ccc(CN2C3CCCC2CC(NC(=O)/C=C/c2ccccc2)C3)cc1 (stereo not given),3%,i,-0.2%,4%,1%,-0.7,3%,18%,15%
O=C(OC1CCOC1=O)c1cc(-c2cccs2)nc2ccccc12 (stereo not given),2%,i,-0.4%,-15%,-11%,-74*,14%,-1%,1%
COc1ccc(-c2nc3ccccc3n3c(-c4ccccc4)c4c(=O)n(C)c(=O)n(C)c4c23)cc1OC,-1%,x,-0.7%,x,x,x,x,-1%,-16%
C#CCN1C(=O)S/C(=C/c2cc(C)n(CC)c2C)C1=O,-6%,i,27%,11%,-5%,-0.4,-1%,-5%,u
CCN(Cc1ccccc1)S(=O)(=O)c1ccc(F)cc1,8%,i,-0.2%,u,-2%,-0.1,13%,-8%,1%
Cc1ccc(NC(=O)CCNS(=O)(=O)c2ccc(Br)cc2)cc1S(=O)(=O)N1CCOCC1,-2%,i,-0.6%,5%,1%,-1.2,-4%,-16%,u
CCN(C(=O)COC(=O)c1cc([N+](=O)[O-])ccc1N1CCCCC1)C1CCS(=O)(=O)C1 (stereo not given),-17%,i,3.2%,-7%,2%,-5.3,14%,-13%,-8%
CC(=O)c1cccc(NC(=S)Nc2cccc3ccccc23)c1,0%,i,5.3%,3%,-3%,-1.2,4%,-6%,u

# Shown as a hit in CCT chaperon mod, of those listed so far:
Compound,pAkt inh,Nrf2 ARE act,EPAC2 antagonist,MmCpn inh,CCT chaperon mod,TGFb inhibitor
O=C(OC1CCOC1=O)c1cc(-c2cccs2)nc2ccccc12 (stereo not given),i,-0.4%,-15%,-11%,-74*,-1%
